# NR2E3 ag-1 – agonists of human nuclear receptor NR2E3. Q9Y5X4. GST-NR2E3/biotin-RetCOR TR-FRET, 1536-well. inhibition of corepressor binding, % at 4.78 µM. 320,000 compounds, 0.12% hits. AID 2300;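 active means percent inhibition above the cutoff of mean plus 3 SD of all tested compounds, set per screening campaign, cut at about 20% in these data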;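 further: 0% = DMSO wells and 100% = biotin wells as full block of FRET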
# Target sequence (Q9Y5X4 whole entry, looked up): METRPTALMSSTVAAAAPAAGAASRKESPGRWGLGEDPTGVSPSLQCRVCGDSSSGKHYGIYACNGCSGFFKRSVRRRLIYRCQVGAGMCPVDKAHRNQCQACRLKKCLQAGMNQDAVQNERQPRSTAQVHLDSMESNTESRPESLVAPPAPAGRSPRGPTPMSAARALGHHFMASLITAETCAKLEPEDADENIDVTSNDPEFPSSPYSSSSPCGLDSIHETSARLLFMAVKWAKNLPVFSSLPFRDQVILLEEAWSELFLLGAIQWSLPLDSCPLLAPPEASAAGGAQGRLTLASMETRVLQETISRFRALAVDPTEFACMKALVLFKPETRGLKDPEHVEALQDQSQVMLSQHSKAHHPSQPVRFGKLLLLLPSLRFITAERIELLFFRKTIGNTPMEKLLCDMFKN
#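 Material – GST-tagged NR2E3 plus biotinylated RetCOR corepressor · Quantity – NR2E3 fusion 1.35 nM · Times – 5 h incubation at 4 °C · Medium – pH 7.5 Tris-based buffer · Technique – TR-FRET, Eu(K)-anti-GST donor, streptavidin-D2 acceptor, ex 340, em 617/671 nm · Benchmarks – high control biotin, low control 0.6% DMSO · Format – 1536-well plates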
# Peg3 prom inh – Peg3 promoter activity inhibition; HeLa PEG-Prom luciferase reporter, luminescence, overnight; inhibition, % at 20 µM; 360,000 compounds, 1.7% hits; AID 588405;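 active means inhibition of at least 50% at 20 µM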
# KKLEB cytotox – counter-screen for CF NF-kB inhibitors: cytotoxicity | KKLEB CF airway cells viability, ATPlite luminescence, overnight; hits give low values; cells stimulated with P. aeruginosa culture filtrate | activity change (cytotoxicity), % at 5 µM | 360,000 compounds, 0.36% hits;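 active means corrected activity change at or below -50% at 5 µM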
# Shn3 3UTR inh – inhibitors of Schnurri-3 3'UTR reporter in osteoblasts; Clone20 osteoblast Shn3 3'UTR firefly luciferase, 24 h; inhibition, % at 12.5 µM; 360,000 compounds, 0.52% hits; AID 588674;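 active means mean inhibition of at least 75% with every replicate also reaching 75%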;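 further: 0% = median of neutral control wells and 100% = pilot-screen positive control compound; some compounds past the cut are filed as inactive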
# TRPM1 prom inh – MITF TRPM1 promoter inhibition in SK-MEL-5 cells; 330,000 compounds, 0.83% hits; SK-MEL-5 TRPM1 promoter luciferase, 24 h; inhibition, % at 12.5 µM;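 active means mean inhibition across replicates of 60% or more, whatever share of single replicates reaches that level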; further: values of inactives mirror those of a sister screen read the other way
# iPSC survival up – enhancers of human iPSC single-cell survival; hiPSC single-cell survival, ATPlite luminescence; 100% = ROCK inhibitor wells, 0% = DMSO; survival enhancement, % at 20 µM; 360,000 compounds, 0.044% hits; AID 602274; in the data active means survival enhancement above about 18%;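 further: cells exposed to compounds for 16 hours before the ATP read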
# aDG glyco act – increases alpha dystroglycan glycosylation; Pro5-aDG cells, alpha-DG glycosylation AlphaScreen (IIH6); 0% Pro5, 100% B10-LARGE cell signal; activation, % at 10 µM; 360,000 compounds, 0.22% hits; AID 624168;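 active means activation of at least 8% versus controls, or a plate z-score of at least 8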;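 further: Pro5 are CHO cells carrying HIG-tagged alpha-DG that lacks glycosylation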
# NR2E3 ag-2 – agonists of human NR2E3 nuclear receptor. CHO-S Gal4-NCOR/VP16-NR2E3 two-hybrid, luciferase. inhibition of corepressor binding, % at 3.98 µM. 360,000 compounds, 0.35% hits. AID 602229;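 active means inhibition above the mean of all tested compounds plus 3 SD, cut at about 70% in these data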;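 further: 0% = DMSO with NR2E3 transfected cells and 100% = cells lacking NR2E3 construct; higher means lower luciferase signal from less NR2E3 corepressor binding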
# CF NFkB inh – blocks PAF-induced NF-kB reporter in cystic fibrosis cells. KKLEB NF-kB-GFP reporter, GFP fluorescence overnight. inhibition, % at 5 µM. 360,000 compounds, 0.86% hits. AID 588850;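 active means at least 50% inhibition at 5 µM, scaled per plate between neutral and stimulator controls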;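 further: PAF is a Pseudomonas aeruginosa culture filtrate used as stimulus; plate controls were PAF-stimulated DMSO wells for no effect and unstimulated DMSO wells for full effect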
# HIF-2a inh – inhibitors of HIF-2a. 786-0 RCC cells HIF-2a reporter, luciferase luminescence, overnight. inhibition, % at 18.8 µM. 360,000 compounds, 0.72% hits. AID 624352;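 active means inhibition of the luminescence signal of 40% or more relative to plate controls, in a single-dose primary screen at 18.75 µM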
# TWEAK-Fn14 inh – TWEAK-Fn14 signaling inhibition; inhibition, % at 10 µM; TWEAK-stimulated Fn14 reporter cells, luciferase luminescence, 8 h; 360,000 compounds, 2% hits; in the data active means inhibition above about 50%
# * hit, by the source's call; nt = no result given.
SMILES	HIF-2a inh	CF NFkB inh	NR2E3 ag-1	TRPM1 prom inh	Peg3 prom inh	iPSC survival up	TWEAK-Fn14 inh	NR2E3 ag-2	Shn3 3UTR inh	KKLEB cytotox	aDG glyco act
O=C(Nc1ccc(NC(=O)c2cccs2)cc1)c1cccs1	-144	14	0	-79	-178	-0.4	-31	-32	-125	-3	0.2
CCOC(=O)c1c(-c2ccccc2)cn2ccccc12	-23	-6	1	-8	12	0.7	-8	-31	6	7	0.0
Cc1ccc(NC(=O)CSCC(=O)Nc2ncc3c(n2)CC(c2ccco2)CC3=O)cc1 (centres undefined)	5	-5	-1	11	-52	-1.1	10	-5	-5	7	1.3
COCCCNC(=O)CN1C(=O)/C(=C\c2ccc(C)cc2)Sc2ccccc21	-30	-15	-3	-11	-5	1.8	-19	-1	-2	13	-0.1
COc1ccc2nc(SCC(=O)NCC(F)(F)F)[nH]c2c1	5	-6	3	-7	2	0.1	3	-22	-9	0	0.0
CCOC(=O)N1CCN(c2ncnc3c2oc2nc(C(C)C)c4c(c23)CCC4)CC1	14	22	0	2	20	-2.4	-4	-25	47	9	0.1
CCOc1ccc(OCCn2c(=S)[nH]c3ccccc32)cc1	-11	-21	nt	-6	-9	-0.4	-14	16	40	5	-0.1
Cn1c(=S)[nH]c2sc3c(c2c1=O)CCC(C(C)(C)C)C3 (centres undefined)	-178	6	2	-59	-123	0.4	34	-3	-26	6	0.4
CCOc1ccc(N2C(=O)CC(N(CCc3ccc(OC)cc3)C(=O)/C=C/C(=O)O)C2=O)cc1 (centres undefined)	7	3	0	5	7	2.9	-13	-17	2	3	-0.1
NC(=O)c1ccsc1NC(=O)COC(=O)Cc1ccsc1	4	16	4	6	4	-1.2	-6	-14	63	0	-0.2
Cc1cccc(NC(=O)CN2CCN(CC(=O)NCc3ccc(Cl)cc3Cl)CC2)c1C	-7	-5	-1	nt	0	-0.2	-17	-2	34	-5	0.1
C/C(=N\NC(=S)NC1CCCCC1)c1ccc(O)cc1	-147	11	3	1	-63	-0.1	-3	0	9	-4	1.1
c1ccc(Nc2ccccc2Nc2ccccn2)nc1	-9	-16	0	2	12	-1.1	-10	-19	12	-3	0.2
Cc1noc(NS(=O)(=O)c2ccc(N/C=C\C(=O)c3cccs3)cc2)c1C	-34	-20	1	3	-17	-0.1	-23	-63	-10	6	0.2
CCCCCOc1ccc(NC(=O)CSc2cccc3cccnc23)cc1	7	22	2	14	25	-0.8	-26	7	8	-27	2.1

# The list continues:
SMILES	HIF-2a inh	CF NFkB inh	NR2E3 ag-1	TRPM1 prom inh	Peg3 prom inh	iPSC survival up	TWEAK-Fn14 inh	NR2E3 ag-2	Shn3 3UTR inh	KKLEB cytotox	aDG glyco act
COC(=O)NC1c2ccccc2Oc2ccccc21	5	0	2	-6	16	-0.1	-1	-24	5	-10	0.1
COc1ccc(OCC(O)CN2CCNCC2)cc1 (centres undefined)	9	11	nt	1	5	-0.3	-12	-13	14	-2	0.0
OCC[C@@H]1C[C@H](O)[C@@H](O)[C@@]2(OCCc3cc(Cl)ccc32)O1	13	16	nt	nt	8	5.7	-1	-7	-6	-10	-0.2
CCOC(=O)C1(CCOc2ccccc2)CCN(Cc2ccc(O)cc2)CC1	6	7	1	8	6	-0.4	11	9	51	-20	0.4
CNc1nc(N)c([N+](=O)[O-])c(Nc2cccc(F)c2)n1	-12	-2	5	-5	-6	-0.4	-27	5	-3	-12	0.0
CC(C)C[C@H]1CNC(=S)N1CC1CCCN1C[C@H](Cc1ccccc1)N1C[C@H](Cc2ccccc2)N(CC2CCCCC2)C1=S (some centres undefined)	5	18	nt	nt	-7	-1.2	4	-23	-10	-10	0.0
Cc1ccc2c(CC(=O)NC3CCCc4ccccc43)coc2c1 (centres undefined)	-19	17	1	10	-102	2.1	-6	9	3	-3	0.4
O=C(N/N=C/c1cccnc1)c1ccc2ccccc2c1O	-84	-13	nt	-11	-91	0.2	-12	-68	-18	16	-0.4
COc1cc(Cl)ccc1OC1(C)CCN(Cc2ccc3ccccc3c2)C1 (centres undefined)	-5	6	nt	nt	-9	-1.2	-8	-9	-1	-17	-0.2
Cc1ccc(C(=O)NNC(=O)c2ccc(-n3cncn3)c([N+](=O)[O-])c2)cc1	4	4	-2	0	14	-0.4	-6	-5	-7	11	0.0
Cc1ccc(-c2nc3ccc(C)cn3c2Cc2ccccn2)cc1	-172	nt	nt	nt	nt	-0.3	21	-78	nt	nt	-0.1
CC1CCCN(C(=O)c2ccc(Cl)c(S(=O)(=O)N3CCCCCC3)c2)C1 (centres undefined)	-127	12	-1	-16	-119	-3.9	-10	-62	-7	-6	0.3
COc1ccc(-c2cc(CNS(=O)(=O)c3ccc(F)cc3)on2)cc1	-8	1	0	4	3	-2.2	-2	-3	2	10	0.1
Cc1ccc(N2CCN(CCc3nc4cc(NS(C)(=O)=O)ccc4n3C)CC2)cc1	9	-10	0	9	0	-2.8	3	-7	-1	5	0.1
Cn1c(=O)c2c(nc(N3CCCCC3)n2CCCNC2=NCCCC2)n(C)c1=O	25	8	-2	14	6	-3.1	-13	-26	-21	-5	-0.2

# Carrying on:
SMILES	HIF-2a inh	CF NFkB inh	NR2E3 ag-1	TRPM1 prom inh	Peg3 prom inh	iPSC survival up	TWEAK-Fn14 inh	NR2E3 ag-2	Shn3 3UTR inh	KKLEB cytotox	aDG glyco act
COc1ccc(CCCNC(=O)C2CCC(=O)N(Cc3ccccc3F)C2)cc1 (centres undefined)	-78	-4	-2	-34	-26	0.2	-8	-40	2	-9	-0.1
CCOC(=O)C1(CCOC)CCN(Cc2cccc(OCc3ccccc3)c2)CC1	-4	8	6	-1	9	-0.3	-8	8	11	-4	0.5
CCCCCc1nnc(NS(C)(=O)=O)s1	16	11	0	6	7	0.7	-9	10	3	-10	0.1
Cc1ccc(NC(=O)c2nc[nH]c2C(=O)NCCCCCNC(=O)OC(C)(C)C)cc1	1	24	-1	18	29	-2.4	5	-6	25	-7	1.1
O=C(NCc1cccc(F)c1)c1cccc2c1C(=O)c1ccc(N3CCC(Cc4ccccc4)CC3)cc1S2(=O)=O	14	-41	nt	-7	8	-1.2	-20	-1	4	0	0.5
COc1cccc(/C=C(/C#N)c2ccc(Cl)cc2)c1OCc1cccc(C(=O)O)c1	-16	0	1	-3	-16	0.1	4	-17	3	16	-0.5
COc1ccc(CCN(C(=O)c2snc(C(N)=O)c2N)C(C)C(=O)NC2CCCCC2)cc1OC (centres undefined)	2	22	2	1	8	-0.1	-17	-8	10	5	0.2
Cc1ccc(CN2CC(C(=O)NCCCSc3ccccc3)CC2=O)cc1 (centres undefined)	13	-9	0	8	33	-0.5	-18	4	26	22	0.3
Cc1ccccc1-c1csc(C(O)c2cccnc2)n1 (centres undefined)	-21	13	nt	nt	-18	3.8	7	4	6	5	-0.2
Cc1ccc(COc2ccc(Br)cc2/C=N/O)cc1	-200	4	0	-52	-250	-0.6	18	-160	-37	0	-0.1
COc1ccc(C(=O)/C=C/C(=O)N(Cc2ccc(F)cc2)C(C(=O)NC2CCCCC2)c2ccncc2)c(O)c1 (centres undefined)	27	6	0	4	14	2.0	17	-16	24	-26	0.3
CN1C(=O)N(CC(=O)N2CCN(S(=O)(=O)c3ccc4c(c3)CCC4)CC2)C(=O)C12CCCCC2	11	10	nt	-1	-5	-0.3	10	8	3	-5	0.0
Cc1ccc(OCC(=O)Oc2c(C)cccc2C)cc1C	8	19	2	-2	1	0.5	-15	12	-1	-14	0.0
COc1ccc(NC(=O)COC(=O)C2CC(=O)N(c3ccc(OC(C)C)cc3)C2)cc1 (centres undefined)	5	0	3	4	3	1.2	21	-21	-21	2	-0.2
Cc1c(C(=O)Nc2nc3ccccc3[nH]2)cccc1[N+](=O)[O-]	-171	7	-1	-23	-128	0.0	9	-90	-44	0	0.2

# (listing goes on)
SMILES	HIF-2a inh	CF NFkB inh	NR2E3 ag-1	TRPM1 prom inh	Peg3 prom inh	iPSC survival up	TWEAK-Fn14 inh	NR2E3 ag-2	Shn3 3UTR inh	KKLEB cytotox	aDG glyco act
O=C(NCCNC(=O)c1cc(Cl)ccc1Cl)c1ccccn1	0	-2	2	-3	4	0.1	-6	0	-5	4	-0.1
O=c1ccn([C@@H]2O[C@H](CNS(=O)(=O)c3cc4ccccc4s3)[C@@H](O)[C@H]2O)c(=O)[nH]1	-2	3	nt	-1	1	0.0	-22	4	-24	10	0.2
O=C(CNC(=O)N1CC(=O)Nc2ccccc21)NCCc1cccc(F)c1	4	2	3	1	9	1.3	4	8	-10	-4	0.1
NC(=O)C1CCN(C(c2ccccc2Cl)c2nnnn2CC2CCCO2)CC1 (centres undefined)	12	-13	-4	2	8	-1.1	2	-15	1	2	-0.3
CCCN1CCN(C(=O)c2ccc(CS(=O)c3ccc(Cl)cc3)o2)CC1 (centres undefined)	11	-6	1	-8	11	-0.4	4	1	1	6	-0.3
CCN(C(=O)c1ccc(Cl)cc1[N+](=O)[O-])c1ccccc1C	20	0	-2	-3	11	4.6	21	-17	7	-4	-0.2
COC(=O)CSc1nc(SCc2ccccc2Cl)nc2c1CCCC2	22	-2	1	7	25	-2.8	-7	4	-6	6	0.4
COc1ccc(CSc2nc(C)cc(=O)[nH]2)cc1Br	8	2	0	-5	1	-0.7	4	-42	-5	-10	0.1
CC(OC(=O)c1ccc(Cl)c(S(=O)(=O)Nc2ccc(F)cc2)c1)C(=O)NC(N)=O (centres undefined)	13	-5	3	-8	14	0.3	6	-42	-10	14	-0.1
O=C(c1cc(F)ccc1F)C1CCCN(C(=O)c2cccs2)C1 (centres undefined)	-21	-9	1	-3	2	-0.6	-11	-6	13	0	0.5
CC(OC(=O)COc1ccccc1[N+](=O)[O-])C(=O)Nc1ccc(N2CCOCC2)cc1 (centres undefined)	-11	5	1	-3	-12	0.3	-16	-21	-9	6	0.3
CCn1cc(C(=O)NCc2ccccc2Cl)cn1	-6	2	3	-1	3	-0.2	36	27	3	-4	-0.2
COc1ccc(OC(C)C(=O)N2CCCc3ccccc32)cc1 (centres undefined)	-40	26	-4	0	2	3.2	12	7	-1	2	-0.1
c1n[nH]c(NC2=NCCC2)n1	12	2	0	3	3	-2.1	-2	-6	1	6	0.2
O=C1CN(C(=O)c2ccccc2C(=O)O)c2ccccc2N1	18	-3	4	19	-2	-0.5	-4	-4	12	-3	-0.2
CCc1cc(=O)oc2c(C)c(OCC(=O)N3CCC[C@@H]3C(=O)O)ccc12	13	-34	2	nt	3	0.0	3	12	0	18	0.0
c1ccc(CNc2c3c(nc4ncnn24)CCC3)cc1	21	9	2	13	-7	-0.6	0	-28	25	-4	0.0
Cc1ccc(CSc2nc3ccccc3c(=O)n2Cc2ccco2)cc1	-4	2	1	-13	20	2.8	9	-19	-4	-6	0.1

# Screening results: PubChem, several laboratories

# No enrichment for hits; any-hit rate near 4.4%.
